Bioassay records (PubChem)
TbREL1 inh – TbREL1 inhibition, primary screen. P86926. TbREL1 RNA ligation, FRET fluorescence. inhibition, % at 9.66 µM. 89,000 compounds, 0.49% hits. AID 1117264;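 active means inhibition above the mean inhibition across all screened compounds plus 3 SD, cut at about 11% in these data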;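 further: 0% = plate median of test wells and 100% = NSC42067 control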
Target sequence (P86926 whole entry, looked up): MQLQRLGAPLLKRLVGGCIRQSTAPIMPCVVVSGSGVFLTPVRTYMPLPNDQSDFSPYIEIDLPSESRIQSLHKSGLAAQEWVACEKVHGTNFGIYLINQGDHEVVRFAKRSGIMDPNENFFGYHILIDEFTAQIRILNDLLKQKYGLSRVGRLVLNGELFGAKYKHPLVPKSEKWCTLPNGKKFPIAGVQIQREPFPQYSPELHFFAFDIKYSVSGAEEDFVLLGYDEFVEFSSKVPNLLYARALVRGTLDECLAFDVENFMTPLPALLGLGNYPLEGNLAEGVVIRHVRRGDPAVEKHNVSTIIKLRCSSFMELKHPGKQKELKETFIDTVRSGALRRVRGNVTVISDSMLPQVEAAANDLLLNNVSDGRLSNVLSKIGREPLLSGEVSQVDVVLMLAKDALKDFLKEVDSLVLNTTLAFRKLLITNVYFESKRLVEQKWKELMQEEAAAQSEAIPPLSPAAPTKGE
* hit, by the source's call.

SMILES | TbREL1 inh
Cc1nn(-c2ccccc2)c2sc(C(=O)O)cc12 | 5
CSc1ccn(CCC(=O)O)c(=O)n1 | 0
Cc1ccc(NC(=O)CN(C)C(=O)Cn2c(=O)oc3ccccc32)cc1 | 0
O=S(=O)(NCc1ccc(Cl)cc1Cl)c1cccs1 | 1
CC(O)/C=C/c1ccc2ccccc2n1 (stereo unspecified) | 0
N#CCCS(=O)(=O)c1ccc(N)cc1 | 0
Cc1cc(NC(=O)CN2C(=O)NC(Cc3ccccc3)C2=O)no1 (stereo unspecified) | 6
CCOc1ccc(NC(=O)CN(C)C(=O)c2cc3c(s2)CCC(C)C3)cc1OCC (stereo unspecified) | -3
CCN(CC)c1ncnc2c1nnn2C | -1
C[C@H]1CN([C@@H](C)CO)C(=O)CCCn2nncc2CO[C@H]1CN(C)C(=O)Nc1cccc(Oc2ccccn2)c1 | -1
Cc1sc2ncn(CC(=O)NCCCC(=O)N3CCC(C)CC3)c(=O)c2c1C | -2
COC(=O)C[C@H]1CC[C@@H]2[C@H](COc3ccc(NC(=O)c4cnccn4)cc3C(=O)N2C)O1 | -2
O=C(Nc1ccc(NC(=O)c2ccccc2F)cc1)c1cccs1 | -2
CCc1nc2c(OCCc3cccc(OC)c3)cccn2c1N(C=O)Cc1ccc(OC)cc1 | -5
Cn1c(COc2ccccc2)nnc1SCC(=O)Nc1ccccc1-c1ccccc1 | -1
CC(C)CC(=O)NC(=S)Nc1ccc(NC(=O)c2cccs2)cc1 | 1
CC(C)C[C@H](NS(=O)(=O)c1ccc(F)cc1F)C(=O)N1CCC[C@H]1C(=O)NCc1ccccc1 | 0
CN(C(=O)c1cccc(NC(=O)Cc2cccc(NC(=O)C3CCN(C(=O)C4CCCCC4)CC3)c2)c1)C1CC1 | -3
O=C(NCC1CCCCC1)c1ccc(=O)[nH]c1 | 5
Nc1nc2ccc(N3CCOCC3)cc2s1 | -2
CN(C)CCn1c2c(c(SCC(=O)Nc3ccccc3)nc1=O)CCCC2 | -2
O=C(NCCN1CCC(Cc2ccccc2)CC1)C1CCCN(S(=O)(=O)c2cccs2)C1 (stereo unspecified) | 2
N#Cc1ccc(S(=O)(=O)N2CCc3[nH]c4ccc(F)cc4c3C2)cc1 | -2
CC(=O)Nc1ccc(SC(Sc2ccc(NC(C)=O)cc2)c2ccccc2)cc1 | 5
Cc1ccc(SCC(=O)NCCSC(C)(C)C)cc1 | -4
COc1ccccc1CNC(=O)CSc1nn2c(=O)c(C(C)(C)C)nnc2s1 | -3
CCc1ccccc1-n1c(SCC(=O)N2CCCC2)nc2[nH]ncc2c1=O | 1
CSc1nc2ccc(NC(=O)c3ccc(Cl)s3)cc2s1 | 1
Cn1c(SCC(=O)Nc2ccc3c(c2)OCCO3)nnc1-c1ccncc1 | 0
COc1ccc(OCC(=O)Nc2ccc(S(=O)(=O)N3CCCCC3)cc2)cc1 | 0

Compounds shown so far containing a cyano group, in the order listed:
SMILES | TbREL1 inh
N#CCCS(=O)(=O)c1ccc(N)cc1 | 0
N#Cc1ccc(S(=O)(=O)N2CCc3[nH]c4ccc(F)cc4c3C2)cc1 | -2

(next part)
SMILES | TbREL1 inh
COc1ccc(CNC(=O)Cn2cc3c(n2)CCCCC3)cc1 | -1
Cc1cc2n(c(=O)c1C#N)CCCN2c1cccc(Cl)c1 | 2
O=C(NCCN1CCOCC1)C(=O)NCC1OCCCN1S(=O)(=O)c1cc(F)ccc1F (stereo unspecified) | 0
COc1ccc(Cc2nnc(Nc3ccc(Cl)cc3)[nH]c2=O)cc1 | 1
S=C(NNc1cccc(Cl)c1)NC1CCCCC1 | -2
CCCCNC(=O)C[C@H]1C[C@@]2(C(=O)OC)C(=C[C@H](C(C)C)O[C@@H]2C2CC2)N(CCc2ccc(OC)c(OC)c2)C1=O | 2
Cc1ccc2c(c1)NC(=O)c1cccc([N+](=O)[O-])c1CO2 | 6
Cc1ccc(OCc2nnc(SCC(=O)Nc3ccccc3-c3ccccc3)n2Cc2ccco2)cc1 | -1
C#CCSc1nnc(-c2ccc(OC)cc2)o1 | 0
C=CCN1C(=O)/C(=C/c2ccc(OC)cc2)S/C1=N/c1nccs1 | 1
CC(=O)c1c(C)[nH]c(C(=O)Nc2ccccc2Cl)c1C | -1
Cc1nc(C(=O)Nc2ccc(F)cc2)nn1-c1ccc([N+](=O)[O-])cc1 | 4
N#Cc1ccc(Oc2ccc(/C=N/O)cn2)cc1 | -1
COc1ccc(NC(=O)C(c2ccc(C)cc2)N(C)C(=O)Cc2cccs2)cc1 (stereo unspecified) | 5
CCc1ccc(NC(=O)CSc2nnc(Cc3cccn3C)n2-c2ccc(F)cc2)cc1 | -1
Nc1ccc(Nc2ccccc2N)cc1 | 8
CC1(C)OC(=O)C=C(CC2NS(=O)(=O)OC3CCCCC23)O1 (stereo unspecified) | 2
CCc1c(C)sc(NC(=S)N2CCN(CC)CC2)c1C(=O)OC | -8
NC(=O)c1ccc(-c2nnn(CC(=O)Nc3cccc(S(=O)(=O)N4CCCC4)c3)n2)cc1 | 1
Cc1cc(C)n2ncc(C(=O)Nc3ccc4c(c3)OCCO4)c2n1 | 2
COc1ccc(C(=O)NC(C(=O)NCC2(N3CCCCC3)CCCCC2)C(C)C)cc1 (stereo unspecified) | -2
O=C(C1=C[C@H](C2CC2)C[C@H](OCCCCO)O1)N1CCN(Cc2ccccc2)CC1 | 2
COc1ccccc1CN1CC(C(=O)NCc2nc3ccccc3n2C)CCC1=O (stereo unspecified) | 8
CC(C)(C)[C@@H]1COC(=O)[C@@H](Cc2ccc(F)cc2)C/C=C\C[C@H](CC(=O)N(CCO)Cc2ccccc2)C(=O)N1 | 0
COC(=O)c1cc(-c2cc(Cl)cc(Cl)c2)c(=O)n2c1CCC2 | 2
COc1cc(/C=C2\S/C(=N/S(=O)(=O)c3ccccc3)NC2=O)c([N+](=O)[O-])cc1OC | -1
CCCSc1nnc(Cn2c(=O)sc3ccccc32)n1C | -2
CS(=O)(=O)N1CCN(C(=O)Cc2ccccc2)CC1 | 0
COc1cccc(CN2CCC(C(=O)Nc3ccc(-c4cccc(C)c4)cc3)CC2)c1O | -3
O=S(=O)(NC1CC2CCC1C2)c1ccc2c(c1)OCCO2 (stereo unspecified) | -1
Cc1ccc(NC(=O)CCC(=O)OCCCC(F)(F)C(F)(F)F)cc1 | 1
Nn1c(Cc2ccc(Br)cc2)n[nH]c1=S | -3
CCC(C)NC(=O)c1cn(C)c(=O)c2cc(OC)c(OC)cc12 (stereo unspecified) | 1
Cc1ccn2c(=O)nc(SCC(=O)Nc3cccc4ccccc34)nc2c1 | 0
COc1ccc(C(=O)Nc2ccccc2[N+](=O)[O-])cc1S(=O)(=O)N1CCOCC1 | -2
Cc1nc2ccccc2c2oc(C(=O)NCCCN3CCCC3=O)cc12 | 0
C/C(=N\NS(=O)(=O)c1ccc(Cl)c([N+](=O)[O-])c1)c1ccc(C)o1 | 9
COc1ccc(Nc2nnc(SCC(=O)c3cc(C)n(CC4CCCO4)c3C)s2)cc1 (stereo unspecified) | -4
COc1ccc(-c2cc(C#N)nc(N3CCN(c4ccccc4)CC3)n2)cc1 | 3
CCCCNC(=O)c1ccccc1C(=O)NC1(C(=O)NCCCC)CCCC1 | -3
C#Cc1ccc([C@H]2C=C(C(=O)N3CCOCC3)O[C@@H](OCC)[C@@H]2CCCO)cc1 | -2
C#CCN1CC(N(C)CCO)CS1(=O)=O (stereo unspecified) | 4
Cc1cc2ccccc2c(=O)n1CC(=O)Nc1ccc2c(c1)OCCO2 | 1
NC(=O)c1nsc(C(=O)N(Cc2cccnc2)C(C(=O)NCc2ccc(F)cc2)c2ccc(O)cc2)c1N (stereo unspecified) | 2
Cc1ccc(CN2C(=O)CCC2C(=O)NCc2cccnc2)cc1 (stereo unspecified) | 0
COC(=O)c1ccccc1NC(=S)N1CCN(c2ccccn2)CC1 | -2
COc1ccc2[nH]cc(S(=O)(=O)c3ccc(C)cc3)c2c1 | 1
O=C(OCCOc1ccccc1F)c1cc(S(=O)(=O)N2CCOCC2)ccc1F | 2
CCn1c(SCC(=O)N/N=C/C(C)=C/c2ccco2)nnc1-c1ccccc1 | 1
CC(C)(C)NC(=O)CN(C(=O)CNC(=O)c1cccs1)c1ccccc1F | 1
O=C(CN(CCc1ccccc1)C(=O)c1csnn1)NCc1ccc(F)cc1 | 0
CN(CC(CC(=O)Nc1nncs1)c1ccccc1)S(=O)(=O)c1ccccc1 (stereo unspecified) | 5
CC(C)=CC(=O)OCC(=O)Nc1nc(C)c(Cl)cc1Cl | 0
CC(N=C(NS(=O)(=O)c1ccc(Cl)cc1)c1ccccc1)C(=O)O (stereo unspecified) | 2
COCCNC(=O)CCCCCNS(=O)(=O)c1ccc(C)cc1 | -3
CC1CCCCC12NC(=O)N(CC(=O)N1CCN(c3ccccc3)CC1)C2=O (stereo unspecified) | -2
CCOC(=O)c1ccc(NCc2ccc(N(C)C)cc2)cc1 | 4
CCN(C(=O)COC(=O)c1cccc(S(=O)(=O)N2CCOCC2)c1)C1CCS(=O)(=O)C1 (stereo unspecified) | 0
CCCCCCC=C1CCC(CN2CCCC2)C1=O (stereo unspecified) | -1
c1ccc(-c2nc(CSc3nnnn3-c3ccccc3)cs2)cc1 | 6
New compounds follow
SMILES | TbREL1 inh
O=C1CCN(S(=O)(=O)c2ccccc2)N1 | 4
Cc1ccc(C2CCN(C(=S)NC(C)(C)C)C2)cc1 (stereo unspecified) | -4
CN(Cc1ccccc1)C(=O)c1cccc(NC(=O)Cc2ccc(NC(=O)C3CCN(C(=O)C4CCCC4)CC3)cc2)c1 | -3
CCOc1ccc(CO/N=C/c2c(C)[nH]c(=O)[nH]c2=O)cc1 | 3
c1cncc(-c2ccc3ncnc(NCc4ccc5c(c4)OCO5)c3c2)c1 | 3
COc1ccc(OC)c(C(=O)c2coc3ccc(OC)cc23)c1 | 7
c1ccc(COc2cccc(-c3cc4nc(NCc5cccs5)ccn4n3)c2)cc1 | 2
Cc1ccc(C)c(NC(=O)CN(C)S(=O)(=O)c2cccc3cccnc23)c1 | 0
CCOC(=O)COc1cccc2c(=O)n(CC(N)=O)ccc12 | 0
O=C(COc1ccccc1)Nc1ccc(-c2nnc(-c3ccco3)o2)cc1 | 0
COc1cccc(Oc2cn[nH]c2-c2ccc(OCC(=O)NN)cc2O)c1 | -2
Cc1cc(C(=O)NN=Cc2cccc(O)c2)n[nH]1 | -1
CN(C(=O)COc1cc(=O)n(C)c2ccccc12)c1ccc(Cl)cc1 | -3
C#CCNC(=O)CSCc1nc(-c2ccc(OCC)cc2)oc1C | 1
O=S(=O)(c1cccc(Cn2nnc(-c3ccccc3)n2)c1)N1CCOCC1 | -4

Gathered by group, the entries above with a Cl atom.
SMILES | TbREL1 inh
O=S(=O)(NCc1ccc(Cl)cc1Cl)c1cccs1 | 1
CSc1nc2ccc(NC(=O)c3ccc(Cl)s3)cc2s1 | 1
Cc1cc2n(c(=O)c1C#N)CCCN2c1cccc(Cl)c1 | 2
COc1ccc(Cc2nnc(Nc3ccc(Cl)cc3)[nH]c2=O)cc1 | 1
S=C(NNc1cccc(Cl)c1)NC1CCCCC1 | -2
CC(=O)c1c(C)[nH]c(C(=O)Nc2ccccc2Cl)c1C | -1
COC(=O)c1cc(-c2cc(Cl)cc(Cl)c2)c(=O)n2c1CCC2 | 2
C/C(=N\NS(=O)(=O)c1ccc(Cl)c([N+](=O)[O-])c1)c1ccc(C)o1 | 9
CC(C)=CC(=O)OCC(=O)Nc1nc(C)c(Cl)cc1Cl | 0
CC(N=C(NS(=O)(=O)c1ccc(Cl)cc1)c1ccccc1)C(=O)O (stereo unspecified) | 2
CN(C(=O)COc1cc(=O)n(C)c2ccccc12)c1ccc(Cl)cc1 | -3

(list continues)
SMILES | TbREL1 inh
CN(C)CCNC(=O)Nc1ccc([N+](=O)[O-])cc1 | 2
CN(C(=O)Cn1c(=O)oc2ccccc21)C1CCCCC1 | 1
CCc1nnc(NS(=O)(=O)c2ccc(N/C=C\C(=O)c3ccc(C)cc3)cc2)s1 | -2
COc1ccc(S(=O)(=O)N(CC(N)=O)C2CCCCC2)cc1Cl | 0
COc1ccc(N2C(=O)/C(=C/c3ccc([N+](=O)[O-])cc3)C=C2c2ccccc2)cc1 | -3
COc1cc2c(cc1OC)CN(Cc1cccs1)CC2 | 4
Cc1ccc(C)c(N2CCN(C(=O)CCCN3C(=S)NC(C)(C)CC3C)CC2)c1 (stereo unspecified) | -5
Cn1c(COc2ccccc2)nnc1SCC(=O)Nc1ccc(N2CCOCC2)c(Cl)c1 | 8
O=C(NCc1ccccc1)[C@H]1CCCN1C(=O)[C@H]1CCCN1C(=O)N1CCOCC1 | -1
O=C(NC(=S)NCCc1ccccn1)c1ccco1 | 1
COc1ccc(-c2cc(NC(=O)Cc3c(C)[nH]c4ccccc34)ccc2Nc2cccnc2)cc1F | -3
Cc1ccc(C(O)c2ncc(-c3ccccc3Cl)[nH]2)c(C)c1 (stereo unspecified) | 1
O=C(O)/C=C/c1cn(-c2ccccc2)nc1-c1cccc([N+](=O)[O-])c1 | -1
Cc1csc(NC(=O)c2ccc3nc[nH]c3c2)n1 | -3
C[C@H](CO)N1C[C@H](C)[C@@H](CN(C)C(=O)Nc2ccccc2F)Oc2ncc(Br)cc2C1=O | 0
C(=C\c1ccccc1)/CN1CCN(C(c2ccccc2)c2nnnn2-c2ccc3c(c2)OCCO3)CC1 (stereo unspecified) | 0
CCOC(=O)c1c(-c2ccc(F)cc2)csc1/N=C/N(C)C | -2
O=C1NC[C@@H](Cc2ccc(O)cc2)N(CCc2cccc(F)c2)C1=O | 6
Cc1ccc(NC(=O)c2cccc3cccnc23)cc1 | 2
COc1ccc(NC(=S)Nc2ccccc2OC)c(OC)c1 | -1
COc1ccc(CCn2c(NN=C(C)C)nc3c2c(=O)[nH]c(=O)n3C)cc1 | -8
CCC(NC(=O)C1CCCN(c2ncccn2)C1)c1ccccc1 (stereo unspecified) | -3

Only part of the results is shown. The share of hits here may be higher or lower than overall.
